CAL PDZ FP-1 = CAL PDZ (human) peptide binding inhibition; Q9HD26; purified CAL PDZ, TMR-peptide fluorescence polarization, 1 h; inhibition, % at 24.9 µM; 300,000 tested, 0.92% active; AID 602252;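 active means mean inhibition of at least 30% with at least half of replicates also reaching 30%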;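 further: 0% = DMSO neutral control and 100% = excess unlabeled competitor peptide PRC23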
Cardiac RTF inh = cardiac RTF calcium desensitization; P19429+P45379; IANBD-labeled cardiac RTF, Ca2+ fluorescence; inhibition, % at 7.15 µM; 340,000 tested, 0.12% active; AID 493244;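 active means inhibition above the mean inhibition of all tested compounds plus 3 SD, cut at about 17% in these data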;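 further: assay run at fixed EC70 calcium of 1.6 mM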
Rtt109 HAT inh = C. albicans Rtt109 histone acetyltransferase inhibition; purified Rtt109/Vps75, ThioGlo CoA-SH fluorescence, 4 h; 330,000 tested, 0.16% active; Q5AAJ8; inhibition, % at 34.9 µM; AID 540336;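 active means inhibition of at least 50% in every replicate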
Target sequence (Q5AAJ8 whole entry, looked up): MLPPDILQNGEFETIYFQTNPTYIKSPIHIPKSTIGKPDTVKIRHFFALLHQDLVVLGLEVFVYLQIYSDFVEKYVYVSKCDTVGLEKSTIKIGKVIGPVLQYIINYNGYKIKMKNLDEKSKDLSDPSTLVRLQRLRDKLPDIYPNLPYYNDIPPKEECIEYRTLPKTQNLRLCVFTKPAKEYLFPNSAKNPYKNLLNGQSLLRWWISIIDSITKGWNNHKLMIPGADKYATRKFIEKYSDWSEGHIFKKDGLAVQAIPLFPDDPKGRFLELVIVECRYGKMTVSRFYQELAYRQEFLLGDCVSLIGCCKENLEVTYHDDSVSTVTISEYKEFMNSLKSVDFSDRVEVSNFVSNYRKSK
DAGLB inh = diacylglycerol lipase beta (human) inhibition. Q8NCG7. HEK293T DAGLB membrane lysate, EnzChek fluorogenic substrate. inhibition, % at 5.17 µM. 340,000 tested, 0.059% active. AID 504411; in the data active means inhibition above about 34%;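 further: 0% = enzyme with vehicle and 100% = wells lacking enzyme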
LANA DNA inh = blocks KSHV LANA C-terminal domain binding to DNA. 340,000 tested, 0.078% active. MBP-C-LANA/FAM-LBS DNA binding, fluorescence polarization. inhibition, % at 9 µM;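 active means highest replicate inhibition at or above 60% at 9 µM, even if other replicates fall short; inactive means all replicates below 60% inhibition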;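 further: 0% = neutral control wells and 100% = 4 µM acridine orange control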
SR-BI uptake up = enhances SR-BI lipid uptake from DiI-HDL | 320,000 tested, 0.096% active | AID 504775 | CHO ldlA[mSR-BI] cells, DiI-HDL uptake fluorescence, 3 h; 100 = double the neutral-control signal | activation, % at 12.5 µM;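 active means mean replicate activation of at least 60% and every replicate at or above 60%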;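 further: 0% = median plate neutral-control signal and 100% = twice that signal; values of inactives mirror those of a sister screen read the other way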
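Assay system: LDL receptor-deficient CHO ldlA cells overexpressing murine SR-BI / Medium: BSA-supplemented, HEPES-buffered Ham's F12, pH 7.4 / Probe or stimulus: DiI-labelled HDL at 10 µg/mL final / Timing: compound with DiI-HDL co-incubation, 3 h at 37 °C / Technique: bottom-read cell fluorescence after medium removal, ex 550/em 595 nm / Measure: HDL uptake via cellular fluorescence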
cardiac RTF act = increases calcium sensitivity of human cardiac regulated thin filaments; P19429+P45379; IANBD-labeled TnC RTF fluorescence at EC20 calcium; 0% EC20 calcium, 100% full calcium; activation, % at 7.2 µM; 340,000 tested, 0.24% active; AID 493008;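 active means activation above the mean over all tested compounds plus 3 SD, cut at about 30% in these data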;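 further: rise in fluorescence read as greater calcium sensitivity of cardiac thin filaments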
PKA-R2B act = activators of human PKA-R2B complex. PKA-R2B holoenzyme dissociation, Cy5-IP20 fluorescence polarization; R2B truncated from residue 108, S112A mutant; 0% DMSO only, 100% 113 µM cGMP. activation, % at 11.4 µM. 340,000 tested, 0.079% active. AID 504700;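 active means activation above a cutoff set at the mean over all compounds plus 3 SD, cut at about 18% in these data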;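 further: higher means more holoenzyme dissociation and a rise in polarization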
Target sequence (P31323 whole entry, looked up, other chains not shown, the tested form may be a part): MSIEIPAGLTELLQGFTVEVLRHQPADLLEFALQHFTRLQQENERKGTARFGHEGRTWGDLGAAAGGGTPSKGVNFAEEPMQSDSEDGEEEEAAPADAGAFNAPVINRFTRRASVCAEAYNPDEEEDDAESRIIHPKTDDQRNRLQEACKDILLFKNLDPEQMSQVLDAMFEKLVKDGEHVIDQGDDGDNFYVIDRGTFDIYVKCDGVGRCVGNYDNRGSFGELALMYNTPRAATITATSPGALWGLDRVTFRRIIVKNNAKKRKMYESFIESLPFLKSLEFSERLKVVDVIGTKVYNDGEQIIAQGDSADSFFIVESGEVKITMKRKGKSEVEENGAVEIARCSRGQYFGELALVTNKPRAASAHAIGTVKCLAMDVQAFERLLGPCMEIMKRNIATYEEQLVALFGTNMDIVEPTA
CAL PDZ FP-2 = blocks peptide binding to human CAL PDZ domain | purified CAL PDZ, TMR-peptide fluorescence polarization, 1 h | inhibition, % at 20 µM | AID 504414 | 330,000 tested, 0.02% active | Q9HD26;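 active means highest replicate inhibition of at least 40%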;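 further: plate controls were DMSO neutral control wells for no effect and unlabeled competitor peptide control wells for full effect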
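System: purified tagged CAL PDZ domain construct (CerCALP). Schedule: 1 h incubation at room temperature before polarization reading. Medium: 25 mM sodium phosphate pH 7.4, 150 mM NaCl, TCEP, IgG, Thesit. Read-out: percent inhibition from loss of millipolarization. Measured by: FP readout, S and P plane fluorescence. Probe or stimulus: fluorescent TMR peptide probe.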
Keap1-Nrf2 PPI = disrupts human Keap1 binding to Nrf2 peptide; Q14145; Keap1 Kelch-Nrf2 peptide fluorescence polarization, 1536-well; inhibition, % at 9.4 µM; 340,000 tested, 0.15% active; AID 504523; in the data active means inhibition above about 12%;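 further: human Keap1 Kelch domain with fluorescein labeled Nrf2 9mer peptide probe; 0% = neutral control wells and 100% = peptide positive control; higher means more block of Keap1 binding to Nrf2 peptide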
* = called active by the depositor.

What do the screens show for `O=C1OC(c2cccs2)=N/C1=C\c1ccc(-c2ccccc2Cl)o1`?
CAL PDZ FP-1: 1; Cardiac RTF inh: -9; Rtt109 HAT inh: 13; DAGLB inh: 7; LANA DNA inh: -0.6; SR-BI uptake up: -8; cardiac RTF act: 1; PKA-R2B act: -3; CAL PDZ FP-2: -0.6; Keap1-Nrf2 PPI: -2

What do the screens show for `C/C(=C\COc1cc(=O)[nH]c2ccccc12)CCC(O)C(C)(C)O` (stereo not drawn)?
CAL PDZ FP-1: 7; Cardiac RTF inh: -9; Rtt109 HAT inh: 9; DAGLB inh: 0; LANA DNA inh: 1.7; SR-BI uptake up: 35; cardiac RTF act: 10; PKA-R2B act: 5; CAL PDZ FP-2: -4.1; Keap1-Nrf2 PPI: -3

Results for Cc1ccccc1Cn1cc(S(=O)(=O)CC(=O)N2CCCCC2)c2ccccc21 ?
CAL PDZ FP-1: -2; Cardiac RTF inh: 7; Rtt109 HAT inh: -6; DAGLB inh: -2; LANA DNA inh: -0.6; SR-BI uptake up: -24; cardiac RTF act: -1; PKA-R2B act: 2; CAL PDZ FP-2: -3.5; Keap1-Nrf2 PPI: 0

Results for COCc1nnc(NC(=O)C2CCN(C(=O)c3ccco3)CC2)s1 ?
CAL PDZ FP-1: -1; Cardiac RTF inh: 2; Rtt109 HAT inh: -15; DAGLB inh: 2; LANA DNA inh: -1.1; cardiac RTF act: 2; PKA-R2B act: 2; CAL PDZ FP-2: -3.1; Keap1-Nrf2 PPI: -6

How did Cc1ccc(-c2noc(CCCC(=O)Nc3cccnc3)n2)cc1 do in these assays?
CAL PDZ FP-1: -9; Cardiac RTF inh: -7; Rtt109 HAT inh: 0; DAGLB inh: 1; LANA DNA inh: -1.0; SR-BI uptake up: -3; cardiac RTF act: 3; PKA-R2B act: 10; CAL PDZ FP-2: -0.7; Keap1-Nrf2 PPI: 0

What do the screens show for `Cc1ccc(-c2csc(NCCn3c(C(F)(F)F)nc4ccccc43)n2)cc1`?
CAL PDZ FP-1: -3; Cardiac RTF inh: -8; Rtt109 HAT inh: 1; DAGLB inh: -6; LANA DNA inh: -0.2; SR-BI uptake up: -37; cardiac RTF act: -6; PKA-R2B act: 5; CAL PDZ FP-2: -0.6; Keap1-Nrf2 PPI: -3

What do the screens show for `CCCS(=O)(=O)N1CCCC(C(=O)NCCCN2CCCC2=O)C1` (stereo not drawn)?
CAL PDZ FP-1: 0; Cardiac RTF inh: 1; Rtt109 HAT inh: 20; DAGLB inh: 1; LANA DNA inh: -3.0; SR-BI uptake up: 29; cardiac RTF act: -1; PKA-R2B act: 4; CAL PDZ FP-2: 2.0; Keap1-Nrf2 PPI: 0

What do the screens show for `COc1ccc(N2CCN(C(=O)Cn3nnc(-c4ccccc4N)n3)CC2)cc1`?
CAL PDZ FP-1: -2; Cardiac RTF inh: -8; Rtt109 HAT inh: -3; DAGLB inh: 2; LANA DNA inh: -1.3; SR-BI uptake up: -83; cardiac RTF act: 16; PKA-R2B act: -4; CAL PDZ FP-2: -1.2; Keap1-Nrf2 PPI: -6

What do the screens show for `O=C(COC(=O)c1ccc([N+](=O)[O-])cc1Cl)Nc1cccnc1Cl`?
CAL PDZ FP-1: -1; Cardiac RTF inh: 5; Rtt109 HAT inh: 4; DAGLB inh: -1; LANA DNA inh: -0.7; SR-BI uptake up: 12; cardiac RTF act: 0; PKA-R2B act: 0; CAL PDZ FP-2: 0.6; Keap1-Nrf2 PPI: 4

Results for COc1cc(C2(c3ccc(O)c(OC)c3)C(=O)N(C)c3ccc(C)cc32)ccc1O ?
CAL PDZ FP-1: -3; Cardiac RTF inh: 3; Rtt109 HAT inh: -14; DAGLB inh: -2; LANA DNA inh: -0.1; SR-BI uptake up: 23; cardiac RTF act: -1; PKA-R2B act: 6; CAL PDZ FP-2: -0.9; Keap1-Nrf2 PPI: -1

How did O=C(COC(=O)CCc1c[nH]c2ccccc12)NCc1ccccc1 do in these assays?
CAL PDZ FP-1: -1; Cardiac RTF inh: -7; Rtt109 HAT inh: 4; DAGLB inh: 0; LANA DNA inh: 0.2; SR-BI uptake up: 0; cardiac RTF act: -6; PKA-R2B act: -1; CAL PDZ FP-2: -1.0; Keap1-Nrf2 PPI: 4

Results for O=C(O)c1cccc(N2C(=O)C3C4C=CC(C4=C(c4ccccc4)c4ccccc4)C3C2=O)c1 (stereo not drawn) ?
CAL PDZ FP-1: -7; Rtt109 HAT inh: 14; LANA DNA inh: -0.5; SR-BI uptake up: 18; CAL PDZ FP-2: -0.2; Keap1-Nrf2 PPI: 3

Results for COC(=O)CNC(=O)COC(=O)c1cc(Cl)cc(Cl)c1N ?
CAL PDZ FP-1: 5; Cardiac RTF inh: 5; Rtt109 HAT inh: -5; DAGLB inh: -2; LANA DNA inh: -0.9; SR-BI uptake up: 6; cardiac RTF act: -6; PKA-R2B act: 5; CAL PDZ FP-2: -0.9; Keap1-Nrf2 PPI: 2

Results for O=C(CCN1C(=O)/C(=C\C=C\c2ccccc2)SC1=S)Nc1cccc(C(=O)O)c1 ?
CAL PDZ FP-1: -5; Cardiac RTF inh: 0; Rtt109 HAT inh: -10; DAGLB inh: 11; LANA DNA inh: -1.3; SR-BI uptake up: 9; cardiac RTF act: -2; PKA-R2B act: -1; CAL PDZ FP-2: -0.3; Keap1-Nrf2 PPI: 2

What do the screens show for `COc1ccc(CNC(=O)C2CCC(CNC(=O)[C@@H]3Cc4ccccc4CN3)CC2)cc1` (stereo partly drawn)?
CAL PDZ FP-1: 6; Cardiac RTF inh: -1; Rtt109 HAT inh: 11; DAGLB inh: 3; LANA DNA inh: 0.5; SR-BI uptake up: 2; cardiac RTF act: -3; PKA-R2B act: 0; CAL PDZ FP-2: 0.3; Keap1-Nrf2 PPI: 0

2 compounds drawn at random from the list so far:
Results for O=C(CCN1C(=O)/C(=C\C=C\c2ccccc2)SC1=S)Nc1cccc(C(=O)O)c1 ?
CAL PDZ FP-1: -5; Cardiac RTF inh: 0; Rtt109 HAT inh: -10; DAGLB inh: 11; LANA DNA inh: -1.3; SR-BI uptake up: 9; cardiac RTF act: -2; PKA-R2B act: -1; CAL PDZ FP-2: -0.3; Keap1-Nrf2 PPI: 2

Results for COC(=O)CNC(=O)COC(=O)c1cc(Cl)cc(Cl)c1N ?
CAL PDZ FP-1: 5; Cardiac RTF inh: 5; Rtt109 HAT inh: -5; DAGLB inh: -2; LANA DNA inh: -0.9; SR-BI uptake up: 6; cardiac RTF act: -6; PKA-R2B act: 5; CAL PDZ FP-2: -0.9; Keap1-Nrf2 PPI: 2

Continued:
How did COC(=O)c1ccccc1NC(=O)NC1CC1 do in these assays?
CAL PDZ FP-1: -3; Cardiac RTF inh: -4; DAGLB inh: 1; LANA DNA inh: -0.7; SR-BI uptake up: 17; cardiac RTF act: -4; PKA-R2B act: -4; CAL PDZ FP-2: -1.1; Keap1-Nrf2 PPI: 1

What do the screens show for `CCc1cc2c(=O)c(-c3nc4ccccc4n3C)c(C)oc2c(CN2CCN(CCO)CC2)c1O`?
CAL PDZ FP-1: -4; Cardiac RTF inh: 15; Rtt109 HAT inh: 4; DAGLB inh: 2; LANA DNA inh: 1.7; SR-BI uptake up: -20; cardiac RTF act: -11; PKA-R2B act: -1; CAL PDZ FP-2: 0.1; Keap1-Nrf2 PPI: -5

How did Cc1c(OC(C)C(=O)NCCCN2CCOCC2)ccc2c3c(c(=O)oc12)CCC3 (stereo not drawn) do in these assays?
CAL PDZ FP-1: 1; Cardiac RTF inh: -17; Rtt109 HAT inh: 1; DAGLB inh: 1; LANA DNA inh: 1.3; SR-BI uptake up: 0; cardiac RTF act: 0; PKA-R2B act: 3; CAL PDZ FP-2: 0.9; Keap1-Nrf2 PPI: 2

How did COc1ccc(/C=C/C(=O)NCc2c(C)nn(C)c2C)cc1COc1ccc(Br)cc1 do in these assays?
Cardiac RTF inh: -4; Rtt109 HAT inh: 10; DAGLB inh: -2; LANA DNA inh: 2.1; SR-BI uptake up: -47; cardiac RTF act: 2; PKA-R2B act: -7; CAL PDZ FP-2: -2.0; Keap1-Nrf2 PPI: 0

What do the screens show for `COc1cccc(OC)c1C(=O)NC(=O)Oc1c(F)cccc1F`?
CAL PDZ FP-1: 3; Cardiac RTF inh: 1; Rtt109 HAT inh: 3; DAGLB inh: 0; LANA DNA inh: -0.7; SR-BI uptake up: 30; cardiac RTF act: 1; PKA-R2B act: -2; CAL PDZ FP-2: -1.0; Keap1-Nrf2 PPI: -10

Results for COCCNC(=O)/C(C#N)=C/c1c(N2CCN(C)CC2)nc2ccccn2c1=O ?
CAL PDZ FP-1: -2; Cardiac RTF inh: -10; Rtt109 HAT inh: 3; DAGLB inh: 3; LANA DNA inh: 2.3; SR-BI uptake up: 32; cardiac RTF act: 2; PKA-R2B act: 7; CAL PDZ FP-2: -1.5; Keap1-Nrf2 PPI: -2

Results for COc1ccc(C(C[N+](=O)[O-])c2c(-c3ccccc3)cc3ccccn23)c(OC)c1 (stereo not drawn) ?
Cardiac RTF inh: 1; Rtt109 HAT inh: -9; DAGLB inh: 4; LANA DNA inh: -0.4; SR-BI uptake up: -48; cardiac RTF act: -5; PKA-R2B act: -13; CAL PDZ FP-2: -0.6; Keap1-Nrf2 PPI: -3

How did CCOc1ccc(N=C(/C(C(=O)C(=O)N2CCOCC2)=C(\O)c2ccccc2)c2ccccc2)cc1 do in these assays?
CAL PDZ FP-1: -3; Cardiac RTF inh: 5; Rtt109 HAT inh: 3; DAGLB inh: 0; LANA DNA inh: 1.4; SR-BI uptake up: -2; cardiac RTF act: 6; PKA-R2B act: -7; CAL PDZ FP-2: 0.0; Keap1-Nrf2 PPI: 0

How did O=C(Cc1c(O)c2ccccc2oc1=O)c1ccc(C(F)(F)F)cc1 do in these assays?
CAL PDZ FP-1: -2; Cardiac RTF inh: -6; Rtt109 HAT inh: 0; DAGLB inh: -2; LANA DNA inh: 4.9; SR-BI uptake up: 28; cardiac RTF act: 0; PKA-R2B act: -3; CAL PDZ FP-2: -1.5; Keap1-Nrf2 PPI: 4

Bioassay records (PubChem)
